ELG1 DNA repair – qHTS screen for small molecules that inhibit ELG1-dependent DNA repair in human embryonic kidney (HEK293T) cells expressing luciferase-tagged ELG1; HEK293T ELG1-luciferase reporter, luminescence, 16 h; DNA damage induced by 5-fluorouridine; Potency, µM (titrated, usually from 46.1 µM), inactives show at the highest dose activity change, negative = inhibition, usual class: inhibitors; hit rate 2.3% among 330,000; further: potency means the concentration at half of the fitted maximal effect; on the % scale 0 is the no-effect control and ±100 the full control effect; nearly all actives have a fitted effect of over 55% in size
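Overnight (16 hr) co-exposure of 2,000 cells/well to 5-fluorouridine and compound at 37 °C preceded detection. Luciferase was quantified via ONE-Glo luminescence; loss of signal denotes inhibition.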
Mito fusion yeast – qHTS Assay for Small Molecule Inhibitors of Mitochondrial Division or Activators of Mitochondrial Fusion; Potency, µM (titrated, usually from 46.1 µM), without a hit: at the top dose growth rescue (activation), actives largely listed as activators; hit rate 0.23% among 320,000; S. cerevisiae fusion-defective mutant growth rescue, CellTiterGlo 48 h;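 further: potency means the concentration at half of the fitted maximal effect; % of control where 0% means no effect; nearly all actives have a fitted effect of over 45% in size; temperature-sensitive fusion mutants such as fzo1-1 at 37 °C on non-fermentable ethanol glycerol medium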
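Luminescent cell viability in 1536-well qHTS format served as the measure of rescued growth in ts fusion-mutant S. cerevisiae cultured on non-fermentable YPEG for 48 hours at 37C.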
Eya2 inh – qHTS Assay for Inhibitors of the Phosphatase Activity of Eya2 | Protein phosphatase EYA2 (Homo sapiens), O00167 | recombinant Eya2, OMFP fluorescence dephosphorylation (OMFP is methylfluorescein phosphate) | Potency, µM (highest dose often 76.9 µM), for inactives: top-dose activity, negative = inhibition, hits mostly inhibitors | hit rate 0.006% among 330,000 | AID 488837, 2010; further: potency means the concentration at half of the fitted maximal effect; on the % scale 0 is the no-effect control and ±100 the full control effect
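Eya2 (0.2 uM) preincubated 10 min at ambient with compound, then OMFP substrate added at 50 uM; 10 min reaction in 50 mM HEPES pH 7.5, 50 mM NaCl, 5 uM MgCl2, 0.05% BSA, 1 mM DTT. Fluorescence read at Ex 485/Em 525 nm.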
A-T KAP1 phos – qHTS Assay for Identifying a Potential Treatment of Ataxia-Telangiectasia; hit rate 0.19% among 320,000; Potency, µM (series often up to 57.5 µM), for the others: top-dose activation, hits mostly activators; […] A-T fibroblasts, KAP-1 phosphorylation AlphaLISA; neocarzinostatin DNA damage 30 min before lysis; further: potency means the concentration at half of the fitted maximal effect; % of control where 0% means no effect; nearly all actives have a fitted effect of over 45% in size
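hTERT-immortalized A-T patient fibroblasts ([…]), 500 cells/well in OPTI-MEM, 1% FBS, got compounds for 60 min, then NCS for 30 min at 37C. Lysates were then assayed for phospho-KAP-1 by AlphaLISA (anti-pKAP1 donor, anti-KAP1 acceptor beads), 6 hr at 25C.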
KCNH2 3.1 inh – qHTS for Inhibitors of KCHN2 3.1: Mutant qHTS | Potassium voltage-gated channel subfamily H member 2, brain isoform KCNH2 3.1 (human) | U2OS KCNH2 3.1, thallium flux FluxOr; active compounds read low | activity change, % (tested at about 1.8 µM) | hit rate 0.95% among 340,000 | AID 720553, 2013;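 active means maximum activity change below -70%; inconclusive means maximum activity change from -70% to -50%; inactive means maximum activity change above -50%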;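 further: thallium influx rate constant from kinetic fluorescence after stimulation buffer; on the % scale 0 is the no-effect control and ±100 the full control effect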
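Channel expression came from 3.1 mutant virus (1.77 x 10^8 /mL) applied to suspended U2OS cells for 4 h. Flux was tracked with FluxOr dye plus Red40 quencher, and kinetic rate constants normalized to controls.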
TRPV1 ag – HTS Assay for Compounds that Act as Agonists of the Vanilloid Receptor 1. hit rate 0.19% among 320,000. activation, % at 8.33 µM. TRPV1-expressing cells, Fluo-8 calcium influx, agonist mode. Transient receptor potential cation channel subfamily V member 1 (Homo sapiens), Q8NER1; in the data active means activation above about 80%; inconclusive means between about 30% and that limit; further: 0% is about no effect
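Cells expressing TRPV1 were dye-loaded with Fluo-8 and read kinetically: 10 s baseline, 3 min after compound (agonist portion), then 2 min after EC20 capsaicin (allosteric enhancer portion). Calcium-bound dye fluorescence at 480/520 nm.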
USP2a block – qHTS Assay for Inhibitors of Ubiquitin-specific Protease USP2a Using CHOP2 as the Reporter; Ubiquitin carboxyl-terminal hydrolase 2 (Homo sapiens), O75604; USP2 core, Ub-CHOP2 coupled fluorogenic reporter, 485/531; Potency, µM (highest dose often 38.3 µM), for inactives: top-dose activity change, negative = inhibition, most hits filed as inhibitors; hit rate 0.01% among 330,000; AID 463254, 2010;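 further: potency means the concentration at half of the fitted maximal effect; plate controls were DMSO wells for no effect and full inhibition by NEM control for full effect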
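USP2 core (10nM final) preincubated 30min RT with compound in 20mM Tris-HCl pH 8.0, 2mM CaCl2, 2mM beta-mercaptoethanol, 0.05% CHAPS; 25nM Ub-CHOP2 plus 25nM reporter substrate added, fluorescence (Ex485/Em531) read after 60min.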
TCR activator – Activators of T cell receptors: qHTS campaign. primary human leukocytes, anti-CD3, IL-2 HTRF, 48 h. Potency, µM (series often up to 9.22 µM), without a hit: at the highest dose activation of IL-2 secretion, hits mostly activators. 330,000 tested, under 10 active; further: % of control where 0% means no effect
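Primary human leukocytes were stimulated with a-CD3 beads plus compounds for 48 hr without co-stimulation; secreted IL-2 was quantified by HTRF using a-IL-2-K (europium cryptate) and a-IL-2-d2, excited at 320nm with acceptor emission read at 665nm.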
TSHR antagonist – Antagonists of the Thyroid Stimulating Hormone Receptor: HTS campaign. Thyrotropin receptor (Homo sapiens), P16473. TSHR-expressing cells, TSH-stimulated cAMP HTRF, 2 h; active compounds read low. activity change, negative = inhibition, % at 11.5 µM. hit rate 0.2% among 330,000. AID 504810, 2011;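 active means activity change below a set negative limit, meaning inhibition stronger than a set level, cut at about -70% in these data; inconclusive means activity change between two set negative limits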; further: on the % scale 0 is the no-effect control and ±100 the full control effect
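Competitive HTRF cAMP read-out (cryptate anti-cAMP antibody, cAMP-d2; 30 min, room temperature) in freshly harvested TSHR cells. Compounds added before TSH at EC80 (4nM final), followed by 2 hours' incubation at 37 deg C.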
hERG WT inh – qHTS for Inhibitors of KCHN2 3.1: Wildtype qHTS | Voltage-gated inwardly rectifying potassium channel KCNH2 (Homo sapiens), Q12809 | U2OS, BacMam KCNH2, thallium flux FluxOr; active compounds read low | activity change, % at 1.84 µM | hit rate 0.37% among 340,000;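 active means maximum activity change below -70%; inconclusive means maximum activity change between -70% and -50%; inactive means maximum activity change above -50%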; further: on the % scale 0 is the no-effect control and ±100 the full control effect
Target sequence (Q12809 whole entry, looked up): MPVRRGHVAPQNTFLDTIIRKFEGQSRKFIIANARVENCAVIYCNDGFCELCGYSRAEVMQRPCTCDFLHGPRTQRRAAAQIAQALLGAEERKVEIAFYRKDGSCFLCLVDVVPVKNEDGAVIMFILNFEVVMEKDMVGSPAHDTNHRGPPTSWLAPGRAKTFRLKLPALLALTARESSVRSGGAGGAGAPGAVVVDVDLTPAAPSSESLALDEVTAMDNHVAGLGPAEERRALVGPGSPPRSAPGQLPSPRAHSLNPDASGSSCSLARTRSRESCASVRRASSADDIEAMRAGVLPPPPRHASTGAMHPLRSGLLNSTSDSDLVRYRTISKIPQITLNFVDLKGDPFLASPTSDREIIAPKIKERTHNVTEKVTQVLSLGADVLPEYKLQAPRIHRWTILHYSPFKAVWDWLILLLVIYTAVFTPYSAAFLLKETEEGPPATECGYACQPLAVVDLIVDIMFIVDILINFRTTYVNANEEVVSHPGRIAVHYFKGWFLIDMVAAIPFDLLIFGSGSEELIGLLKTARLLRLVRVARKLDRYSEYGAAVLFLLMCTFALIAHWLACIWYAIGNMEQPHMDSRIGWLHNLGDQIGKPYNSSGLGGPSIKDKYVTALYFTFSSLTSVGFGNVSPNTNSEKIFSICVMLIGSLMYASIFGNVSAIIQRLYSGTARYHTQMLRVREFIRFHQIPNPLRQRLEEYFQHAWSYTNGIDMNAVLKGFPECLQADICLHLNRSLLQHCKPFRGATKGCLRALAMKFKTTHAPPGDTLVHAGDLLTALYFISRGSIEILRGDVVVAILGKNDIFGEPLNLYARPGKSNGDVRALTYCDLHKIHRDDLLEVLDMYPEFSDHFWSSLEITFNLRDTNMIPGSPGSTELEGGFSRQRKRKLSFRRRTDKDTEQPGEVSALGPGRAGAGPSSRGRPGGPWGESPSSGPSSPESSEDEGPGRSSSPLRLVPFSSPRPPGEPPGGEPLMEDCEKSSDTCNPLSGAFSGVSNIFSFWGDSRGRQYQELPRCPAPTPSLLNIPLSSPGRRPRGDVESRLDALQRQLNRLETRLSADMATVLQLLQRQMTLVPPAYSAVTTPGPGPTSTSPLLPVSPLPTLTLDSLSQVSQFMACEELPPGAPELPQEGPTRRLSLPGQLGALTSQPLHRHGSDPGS
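U2OS cells transduced with wild-type KCNH2 virus are loaded with FluxOr dye for 45 min, and thallium flux is measured in kinetic reads before and after stimulation buffer. Rate constants are normalized to DMSO controls.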
* marks the source's active call; other numbers are inactive results; ? = inconclusive; · = not tested or not shown; & = joins results of further samples; [ ] = dose if it differs, or a comment. Unless noted, the call rests on the fitted dose curve; in most records, active means well fitted curve in the direction sought with a large enough effect; inconclusive means small, poorly fitted or top-dose-only effect, or another doubt; inactive means no such curve, though single readings can be large; an effect the other way counts as inactive or inconclusive. Only part of the results is shown; rates above refer to the full screens.

item	Structure	ELG1 DNA repair	Mito fusion yeast	Eya2 inh	A-T KAP1 phos	KCNH2 3.1 inh
1	Nc1c(C(=O)NCc2ccco2)c2nc3ccccc3nc2n1Cc1ccccc1	?	13%	-18%	9%	6
2	COC(=O)C1=C(c2ccc(F)cc2F)C[C@@H]2CC[C@H]1N2C(=O)NCc1ccc2c(c1)OCO2	0%	8%	-24%	10%	1
3	Oc1ccc2c3c1OC1[C@H](O)CC[C@@]4(O)[C@@H](C2)N(CC2CC2)CC[C@]314 (some centres undefined)	7%&8%	·	-15%&-18%	1%&1%	10&-2
4	Oc1cccc2nc3ccccc3nc12	-11%	1%	9%	-13%	-2
5	CCOc1cc2c(cc1OCC)-n1cccc1C(c1ccc(F)cc1)NC2 (centres undefined)	?	-60%[inhibitor]	-7%	-9%	5
6	COc1cc(Br)cc(CN2CCN(C)CC2)c1O	10%	-2%	-5%	-1%	-8
7	CC(C)N1C(=O)NC(=O)C2(Cc3cc([N+](=O)[O-])ccc3N(C)C2c2ccccc2)C1=O (centres undefined)	?	?	7%	-3%	-13
8	CC(=Nc1c(C)n(C)n(-c2ccccc2)c1=O)c1c(O)n(Cc2ccccc2)c(=O)[nH]c1=O	-6%	4%	-27%	1%	15
9	c1ccc2c(c1)CSc1ccccc1C2C1=NCCN1 (centres undefined)	?	1%	-2%	-4%	9
10	C=C1[C@@H](C)[C@H]2[C@H](Cc3ccccc3)NC(=O)[C@]23OC(=O)/C=C/[C@H](O)CCC[C@@H](C)C/C=C/[C@H]3[C@@H]1O	·	2%	-1%	·	17

item	TRPV1 ag	USP2a block	TCR activator	TSHR antagonist	hERG WT inh
1	-3	0%	-2%[46.1 µM]	-2	-7
2	?	0%	13%	-1	16
3	·	3%&1%	-3%&-2%	-14&0	4&-3
4	0	1%	0%	-17	0
5	14	5%	9%	-1	71
6	-2	-1%	-2%	21	13
7	2	-2%	-9%[46.1 µM]	2	3
8	-2	2%	-3%	-1	-9
9	-9	2%	4%[46.1 µM]	11	7
10	-3	-1%	8%	2	1

Other structures
item	Structure	ELG1 DNA repair	Mito fusion yeast	Eya2 inh	A-T KAP1 phos	KCNH2 3.1 inh
11	O=C(NN1C(=O)C2C3C=CC(C4CC34)C2C1=O)c1ccc(Br)cc1 (centres undefined)	?	-2%	-3%	0%	6
12	O=[N+]([O-])/C(Cl)=C1\NCCN1Cc1ccc(Cl)nc1	-16%	-5%	3%	-4%[11.5 µM]	-16
13	CN1CCCN(C(=O)COc2cccc(C(F)(F)F)c2)CC1	6%	3%	-16%	-3%	-28
14	Cc1cc(OCC(=O)N2CCC(C(=O)O)CC2)c2c3c(c(=O)oc2c1)CCCC3	-29%	2%	?	6%	-4
15	CC1=C(C(=O)Nc2ccccc2)S(=O)(=O)CCO1	-18%	3%	3%	25%	2
16	Oc1ccccc1CN(CCc1ccccc1)Cc1ccccc1	?	-11%	0%	21%	-23
17	CC(=O)Nc1ccccc1C(=O)OCc1cccc(F)c1	?	7%	-11%	6%	-1
18	COC(=O)C1=C(c2ccc(C(C)=O)cc2)C[C@@H]2CC[C@H]1N2C(=O)NC(C)C	18%	-1%	-7%	1%	14
19	COc1ccc(CCC(=O)N2CCC3(CC2)OCCO3)cc1	13%	-1%	-9%	-8%	1
20	Cc1cc(C)[n+](C2C3CC4CC(C3)CC2C4)o1 (centres undefined)	-19%	0%	-1%	5%	-10

item	TRPV1 ag	USP2a block	TCR activator	TSHR antagonist	hERG WT inh
11	12	-2%	1%	7	9
12	0	2%	5%	4	-13
13	24	3%	-14%	9	10
14	-4	1%	-1%	18	0
15	4	2%	-4%	1	5
16	8	1%	3%	11	17
17	7	0%	-6%	-1	1
18	0	1%	-2%	-11	-14
19	-2	-1%	-7%	12	-2
20	-2	-1%	-10%[46.1 µM]	-1	-2

Following part
item	Structure	ELG1 DNA repair	Mito fusion yeast	Eya2 inh	A-T KAP1 phos	KCNH2 3.1 inh
21	Cc1ccc(CN2CCCC(C(=O)c3sccc3C)C2)o1 (centres undefined)	5%	0%	-14%	2%	-7
22	CCCCCSc1cc(OC)c(CCN)cc1OC	17%	-14%	10%	-1%	-23
23	O=C1NC(=O)C(Cc2cccs2)C(=O)N1	4%	-4%	-11%	6%	-18
24	Nc1ccc(N2CCN(Cc3ccccc3Cl)CC2)c(Cl)c1	6%	12%	-42%	-9%	-23
25	Cc1ccc(CNCCc2ccccc2F)cc1	17%	0%	-4%	-3%	-2
26	O=C(Cc1ccc([N+](=O)[O-])cc1)N1CCN(Cc2ccc3c(c2)OCO3)CC1	?	-5%	-1%	-4%	-1
27	Cc1c(C(=O)N2CCC3(CC2)OCCO3)sc2ncnc(N(C)c3ccccc3)c12	?	-7%	-12%	-3%	7
28	O=P(OCC(F)(F)C(F)F)(N1CCCCC1)N1CCCCC1	-3%	0%	16%	2%	3
29	CN(C(=O)Oc1ccc(F)cc1)c1ccccc1	18%	2%	2%	7%	1
30	CCCCOP(=O)(OCCCC)C(O)c1ccc(F)cc1 (centres undefined)	?	2%	-1%	-8%	3

item	TRPV1 ag	USP2a block	TCR activator	TSHR antagonist	hERG WT inh
21	5	-2%	0%	-7	13
22	4	-3%	9%	23	8
23	1	2%	-1%	-1	-1
24	1	-2%	-3%	8	23
25	0	0%	-2%[46.1 µM]	3	12
26	20	0%	-27%	-1	21
27	?	-4%	3%	4	5
28	6	1%	3%	-2	-9
29	2	1%	·	-8	-8
30	20	-1%	13%	-8	-10

Complete entries, looked up by structure. Order of screens: ELG1 DNA repair	Mito fusion yeast	Eya2 inh	A-T KAP1 phos	KCNH2 3.1 inh	TRPV1 ag	USP2a block	TCR activator	TSHR antagonist	hERG WT inh
Entry for Cc1cc(C)[n+](C2C3CC4CC(C3)CC2C4)o1 (centres undefined) → -19%	0%	-1%	5%	-10	-2	-1%	-10%[46.1 µM]	-1	-2
Entry for CC(=O)Nc1ccccc1C(=O)OCc1cccc(F)c1 → ?	7%	-11%	6%	-1	7	0%	-6%	-1	1

More compounds follow.
item	Structure	ELG1 DNA repair	Mito fusion yeast	Eya2 inh	A-T KAP1 phos	KCNH2 3.1 inh
31	COC(=O)C1=C(c2ccc(OC)c(OC)c2)C[C@@H]2CC[C@H]1N2C(=O)N1CCC(O)CC1	17%	-12%	4%	6%	1
32	C=CCOC(=O)C1=C(C)OC(N)=C(C#N)[C@@]12C(=O)N(CC(N)=O)c1ccccc12	-1%	-3%	11%	6%	-5
33	COc1cc2c(cc1OC)CC[N+](C)=C2	?	-4%	-9%	8%	1
34	C=CC[C@@H](CC(=O)N(CCO)Cc1ccccc1)C(=O)NC[C@@H](OC(=O)[C@@H](CC=C)CC(=O)OC(C)(C)C)c1ccccc1	21µM*	·	-44%	9%	-3
35	Cc1[nH]c2ccc(O)cc2c1CCN	-5%	3%&1%	3%&0%	-14%	17
36	Cc1oc(-c2ccc(F)cc2F)nc1CN1C[C@@H]2C[C@@H](C1)c1cccc(=O)n1C2	7%	8%	14%	2%	5
37	CN(C)CCCN=Cc1c(O)n(CCc2ccccc2)c(=O)[nH]c1=O	1%	-1%	2%	3%	-9
38	O=C1NC(=O)N(Cc2ccc(F)cc2)C(=O)/C1=C\c1ccoc1	9%	0%	64%	3%	-1
39	NP(=O)(OCCCc1ccccc1)Oc1ccccc1Cl (centres undefined)	?	-3%	-2%	-1%	-10
40	[N-]=[N+]=CC(=O)OC[C@H](N)C(=O)O	14%	-1%	-4%	3%	-3

item	TRPV1 ag	USP2a block	TCR activator	TSHR antagonist	hERG WT inh
31	3	-13%	4%	-10	-2
32	-1	1%	-2%	-3	-11
33	3	0%	0%	5	3
34	·	0%	-6%	-8	5
35	-2	1%	4%	-22&-11	-3
36	-2	7%	2%	3	7
37	0	3%	·	9	-2
38	3	20%	-2%	-8	0
39	5	0%	9%	-7	-14
40	-1	1%	3%	14	6

Source: PubChem BioAssay (National Center for Advancing Translational Sciences (NCATS))
